Assay outcomes from PubChem BioAssay.
V-ATPase pH: alters yeast V-ATPase proton transport. S. cerevisiae, pHLuorin cytosolic pH fluorescence. response, % at 10 µM. actives 0.37% (n = 350,000); in the data active = response mostly above about 7.3%, no sharp cut-off; inactive = mostly below about 5.4%; also: actives read high; inactives centre near 0; some compounds called inactive have numbers as strong as hits; reference of the scale not given here
MOR-DOR inv ag: mu-delta opioid heterodimer inverse agonism; P35372+P41143; cell-based MOR-DOR heterodimer luminescence; inhibition, % at 9.3 µM; actives 0.21% (n = 340,000); in the data active = inhibition above about 22%, passing the limit was not always enough;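 also: 0% = cells with DMSO and 100% = wells without cells with DMSO; values of inactives mirror those of a sister screen read the other way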
Target sequence (P35372 whole entry, looked up): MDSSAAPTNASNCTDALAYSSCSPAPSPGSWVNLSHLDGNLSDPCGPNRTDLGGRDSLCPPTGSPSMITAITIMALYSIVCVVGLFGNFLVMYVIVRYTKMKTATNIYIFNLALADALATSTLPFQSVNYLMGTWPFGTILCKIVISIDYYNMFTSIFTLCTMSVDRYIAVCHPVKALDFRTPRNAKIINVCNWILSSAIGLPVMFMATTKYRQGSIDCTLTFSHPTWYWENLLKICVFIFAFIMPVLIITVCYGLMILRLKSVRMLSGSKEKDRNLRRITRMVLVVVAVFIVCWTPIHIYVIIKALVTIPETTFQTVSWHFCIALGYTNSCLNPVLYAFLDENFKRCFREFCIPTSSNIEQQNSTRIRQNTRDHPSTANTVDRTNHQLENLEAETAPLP
Target sequence (P41143 whole entry, looked up): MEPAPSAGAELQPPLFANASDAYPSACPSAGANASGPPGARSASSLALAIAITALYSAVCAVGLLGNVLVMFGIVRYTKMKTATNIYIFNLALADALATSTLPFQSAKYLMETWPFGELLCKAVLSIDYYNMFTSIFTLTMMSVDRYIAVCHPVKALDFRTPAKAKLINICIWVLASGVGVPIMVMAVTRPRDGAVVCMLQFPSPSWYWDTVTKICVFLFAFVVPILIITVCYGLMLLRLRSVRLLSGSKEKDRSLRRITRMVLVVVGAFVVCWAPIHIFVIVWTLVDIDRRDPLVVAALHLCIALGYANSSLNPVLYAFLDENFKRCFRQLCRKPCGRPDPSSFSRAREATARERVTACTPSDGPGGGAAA
RTF Ca sens inh: cardiac RTF calcium desensitization; P19429+P45379; IANBD-labeled cardiac RTF, Ca2+ fluorescence; AID 493244; actives 0.12% (n = 340,000); inhibition, % at 7.15 µM;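 active = inhibition above the mean inhibition of all tested compounds plus 3 SD, cut at about 17% in these data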;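 also: assay run at fixed EC70 calcium of 1.6 mM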
cardiac RTF act: cardiac RTF calcium sensitization | IANBD-labeled TnC RTF fluorescence at EC20 calcium; 0% EC20 calcium, 100% full calcium | activation, % at 7.2 µM | actives 0.24% (n = 340,000) | AID 493008 | P19429+P45379;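 active = activation above the mean over all tested compounds plus 3 SD, cut at about 30% in these data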;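 also: rise in fluorescence read as greater calcium sensitivity of cardiac thin filaments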
Arrestin-AP2 inh: human beta-arrestin and AP2 interaction inhibition | FITC-arrestin peptide / GST-AP2 beads, flow cytometry; AP2 beta2 appendage carries R879A mutation | inhibition, % at 10 µM | actives 0.31% (n = 340,000) | AID 504490;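 active = inhibition above a set limit, near 3 SD of compounds lacking own fluorescence, cut at about 54% in these data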;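 also: plate controls were DMSO wells for no effect and 5 µM unlabelled arrestin peptide for full effect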
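Material – AP2 appendage R879A on GSH beads · Buffer or medium – PBS with 0.05% Tween 20 and 0.1% BSA · Probe or stimulus – fluorescein-tagged arrestin peptide at 50 nM final · Incubation – compound with beads 12 min RT, then probe 1 h RT · Detection – high-throughput flow cytometry of beads, ex 488, em 535 nm · Evaluation – percent response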
LANA DNA inh: inhibitors of KSHV LANA C-terminal domain DNA binding; MBP-C-LANA/FAM-LBS DNA binding, fluorescence polarization; inhibition, % at 9 µM; actives 0.078% (n = 340,000); AID 504423;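 active = highest replicate inhibition at or above 60% at 9 µM, even if other replicates fall short; inactive = all replicates below 60% inhibition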;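 also: 0% = neutral control wells and 100% = 4 µM acridine orange control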
Wnt act: Wnt/beta-catenin pathway activation; Wnt/beta-catenin reporter cell assay, activator, plate reader; activation, % at 9.35 µM; actives 1.2% (n = 300,000); AID 743398; in the data active = activation above about 30%, passing the limit was not always enough;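 also: 0% = neutral control wells and 100% = positive control wells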
DSG3 Ab inh: inhibitors of pemphigus antibody binding to human desmoglein-3 | AID 588358 | actives 0.48% (n = 310,000) | P32926 | binding (percent of control), % at 10 µM | DSG3-coupled beads, scFv-anti-DSG3-GFP binding, flow cytometry; hits give low values;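 active = binding more than 3 SD below its plate's average and above zero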;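 also: hits lower antibody fragment binding to DSG3; some compounds called inactive have numbers as strong as hits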
OPRM1-OPRD1 ag: agonists of human mu-delta opioid receptor heterodimerization | P35372+P41143 | cells, OPRM1-OPRD1 heterodimerization, luminescence | activation, % at 9.3 µM | actives 0.3% (n = 340,000); in the data active = activation above about 18%;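 also: 0% = vehicle-treated cells and 100% = reference agonist; values of inactives mirror those of a sister screen read the other way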
Keap1-Nrf2 PPI: Keap1-Nrf2 (human) interaction inhibition; inhibition, % at 9.4 µM; Q14145; AID 504523; Keap1 Kelch-Nrf2 peptide fluorescence polarization, 1536-well; actives 0.15% (n = 340,000); in the data active = inhibition above about 12%;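 also: human Keap1 Kelch domain with fluorescein labeled Nrf2 9mer peptide probe; 0% = neutral control wells and 100% = peptide positive control; higher means more block of Keap1 binding to Nrf2 peptide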
* marks the source's active call; other numbers are inactive results; / = no result given.

SMILES	V-ATPase pH	MOR-DOR inv ag	RTF Ca sens inh	cardiac RTF act	Arrestin-AP2 inh	LANA DNA inh	Wnt act	DSG3 Ab inh	OPRM1-OPRD1 ag	Keap1-Nrf2 PPI
CCOC(=O)n1c(=O)oc2cc(S(=O)(=O)N3CCCCC3)ccc21	-0.4	-4.3	3.1	2.2	6.3	0.1	-0.9	100.2	0.8	2.0
CCC(=O)NS(=O)(=O)c1cccnc1Nc1ccc(Cl)cc1	2.5	12.8	-6.5	-5.4	35.0	0.2	/	105.5	-3.1	-0.1
COc1ccccc1Cc1noc(-c2cc(Cl)ccc2OC)n1	-3.5	-3.6	1.2	-0.8	-4.3	-0.4	/	98.7	0.7	1.7
Nc1ccc(S(=O)(=O)NNC(=O)C(=O)NNc2ccccc2)cc1	-2.1	16.5	11.3	-1.7	37.2	0.1	0.1	102.2	-3.1	-4.6
Cc1ccn2cc(C(=O)Nc3ccccc3N3CCOCC3)nc2c1	2.6	-3.1	-6.7	-3.0	-2.5	0.1	7.4	96.5	0.5	-2.4
CCOc1ccc(N2C(=O)CC(N(O)c3ccccc3)C2=O)cc1 (centres undefined)	2.4	10.5	1.3	1.2	4.4	0.4	10.2	91.8	-1.8	2.2
CC(=O)Cc1cc(O)c2ccccc2c1OC(=O)c1ccccc1	-0.2	-16.1	2.2	0.2	1.1	-1.4	0.7	102.4	3.4	-1.4
O=C(Nc1ccccc1C(=O)O)c1cccc(F)c1	2.1	9.1	-8.6	-1.1	-2.2	0.0	-1.3	116.8	-2.2	-7.9
Cc1ccc2[nH]c3c(c2c1)CCN(C)C3	-4.1	-1.9	-8.2	-4.2	-2.6	-1.7	0.6	111.3	0.4	-1.5
O=C(COC(=O)c1ccccc1Nc1ccccc1)c1ccccc1	0.0	-22.2	1.6	3.7	4.6	0.5	10.2	107.7	3.9	-4.7
COc1cccc(NC(=O)C(NCC2CCCCC2)c2ccccc2)c1 (centres undefined)	-1.1	-17.4	-5.9	-7.3	5.9	-0.3	/	123.6	3.1	-0.6
COc1ccccc1C(=O)NCCC(=O)OCC(=O)Nc1ccc(S(N)(=O)=O)cc1	2.6	3.9	-3.2	1.4	-1.1	1.8	0.0	99.5	-1.0	-5.0
Cc1cc(NC(=O)CSc2nnc(C3COc4ccccc4O3)o2)no1 (centres undefined)	-1.6	-10.1	-6.9	2.0	9.4	1.9	1.6	112.5	2.2	-5.0
CC(Sc1nc(N)cc(=O)[nH]1)C(=O)Nc1cccc(Cl)c1 (centres undefined)	-1.0	-4.2	-3.5	2.0	3.5	0.7	-1.9	102.1	0.8	1.1
CC(=O)Nc1ccc(NC(=O)C(C)OC(=O)c2cccc(S(=O)(=O)N3CCCCCC3)c2)cc1 (centres undefined)	15.3*	4.5	-6.9	2.0	7.3	-1.5	-3.4	119.6	-0.8	0.8
O=C(CNc1ccccc1F)Nc1cccc2ccccc12	-2.6	-1.6	7.8	2.5	23.9	-1.3	6.5	108.8	0.2	0.0
O=C(Nc1cccc(C(F)(F)F)c1)C(=O)N1CCCCC1	-3.0	7.4	1.3	-0.4	16.7	-0.8	6.0	96.7	-1.5	-2.7
CSc1ccc(CCNS(=O)(=O)c2ccc3c(c2)C(C)(C)C(=O)N3C)cc1	-1.9	-2.6	8.2	3.1	7.0	0.5	0.7	98.1	0.5	-1.1
COc1cccc(CNC(=O)c2ccc(NC(=O)CC3SC(N4CCCC4)=NC3=O)cc2)c1 (centres undefined)	-0.9	8.5	-10.2	-0.2	3.4	1.6	-1.0	98.3	-1.6	-10.2
Cc1nn(C(C)(C)C)c(C)c1/C=N/OC(=O)Nc1ccc(Cl)c(Cl)c1	-1.5	-10.2	-9.7	-2.5	-7.0	-1.2	0.3	109.3	2.0	-6.9
O=C(NCCN1C(=O)C2C3C=CC(C3)C2C1=O)N1CCCCC1 (centres undefined)	-1.5	6.7	-12.4	-5.0	1.7	-1.4	-1.1	112.1	-1.3	1.8
CC(C(=O)Nc1ccc(F)c(F)c1F)N(C)CCOc1ccccc1 (centres undefined)	3.6	-22.2	13.2	0.3	-0.8	0.3	-0.6	113.7	4.4	-1.1
CC1CCCC(C)N1C(=O)COC(=O)c1cccc(S(=O)(=O)N(C)c2ccccc2)c1 (centres undefined)	-1.1	-1.6	-5.1	0.6	15.8	0.6	-1.8	/	0.4	-1.8
O=C(OCc1cccc([N+](=O)[O-])c1)c1ccc[nH]c1=O	3.7	13.8	3.6	-4.2	28.0	-1.2	-2.0	/	-2.2	0.1
CCOC(=O)C1=C(CC)Nc2ccccc2N=C1NC(=O)c1cc(S(=O)(=O)N2CCOCC2)ccc1C	-2.5	11.4	-3.8	4.4	-16.3	2.8	1.4	103.1	-2.9	-1.4
Later entries
SMILES	V-ATPase pH	MOR-DOR inv ag	RTF Ca sens inh	cardiac RTF act	Arrestin-AP2 inh	LANA DNA inh	Wnt act	DSG3 Ab inh	OPRM1-OPRD1 ag	Keap1-Nrf2 PPI
O=C(Nc1ccc2oc(-c3ccncc3)nc2c1)c1c(F)c(F)c(F)c(F)c1F	-4.2	5.8	-2.5	0.6	1.1	-2.9	/	102.4	-1.0	-2.8
Cc1cccc2cc3c(NC(=O)C(C)(C)C)nn(CC(C)C)c3nc12	1.6	-14.6	-1.8	-3.0	-10.3	0.1	-2.3	97.8	3.3	-1.0
COC(=O)Cc1ccc(NC(=S)N2CCCC(CO)C2)cc1 (centres undefined)	0.5	10.0	-5.5	8.9	-10.4	-1.0	6.4	123.5	-1.9	-6.6
O=C1OC(N2C(=O)CC[C@H]2C(=O)NCC2CCCO2)c2ccccc21 (some centres undefined)	-2.6	13.4	-1.2	3.7	-8.4	4.3	-0.8	/	-2.7	-0.5
Cc1ccc(N2C(=O)CC(N(O)C3CC(=O)N(c4ccc(C)cc4)C3=O)C2=O)cc1 (centres undefined)	1.6	3.6	-12.2	-1.5	-7.8	1.0	-5.5	100.1	-0.6	-0.1
CC(C(=O)Nc1ccc(C#N)cc1)N(C)CC(=O)N(C)c1c(N)n(Cc2ccccc2)c(=O)[nH]c1=O (centres undefined)	-1.7	18.7	-2.2	0.5	-10.5	-1.8	-5.0	121.7	-3.6	5.4
Cc1ccc(Nc2nc(N)nc(CSc3nnc(C)s3)n2)cc1	4.8	9.2	4.5	1.9	7.6	-2.2	23.0	/	-1.8	2.2
O=S(=O)(Nc1cc(S(=O)(=O)N2CCOCC2)ccc1NCC1CCCO1)c1ccccc1F (centres undefined)	-0.1	4.7	-0.7	-2.1	-5.5	-0.1	2.3	110.9	-1.1	5.9
CN(C(=O)c1c[nH]c(=O)cc1C(F)(F)F)c1ccc(Cl)cc1	-2.5	9.8	-10.3	1.0	-2.9	1.4	-0.5	104.4	-2.0	-3.4
Cc1ccc(C(O)(C(=O)NNc2ccccn2)c2ccc(C)cc2)cc1	-3.5	17.4	-5.3	-7.4	19.3	-1.3	-1.1	/	-3.8	-1.6
CC(=O)CCc1ccc(OCCCOc2cccc3cccnc23)cc1	5.7	-10.6	-7.8	2.3	8.1	2.0	8.9	115.1	2.1	-0.2
COC(=O)C1=C(SC)N(c2ccccc2)C(c2ccccc2)CC1=O (centres undefined)	-1.5	-9.3	-0.9	-8.0	3.4	-0.8	-0.6	97.2	1.6	-4.1
CC(C)(C)C1COc2ccccc2N1C(=O)c1ccccc1Cl (centres undefined)	-2.4	-50.4	-12.9	-1.1	1.1	2.3	0.3	108.0	11.3	-0.4
COc1cccc(NC(=O)Nc2nnc(N3C(C)CCCC3C)s2)c1 (centres undefined)	-0.8	-31.2	-10.7	2.0	1.2	-1.6	7.0	95.6	6.0	-6.7
CCC1CC(=O)CCN1S(=O)(=O)c1ccc(C)cc1 (centres undefined)	1.1	2.6	-7.0	-2.2	-14.3	0.4	-0.3	90.2	-0.6	3.3
Cn1c(CC(=O)Nc2ccc(Cl)c(Cl)c2)nnc1SCC(=O)NCc1ccccc1	-1.0	13.9	-5.0	-5.8	15.1	-0.6	-3.0	115.4	-2.9	-0.6
O=C(OCC(=O)N1CCN(c2ccccc2)CC1)c1ccc(O)cc1O	-1.9	-2.2	-4.0	0.5	4.1	0.6	1.0	95.1	0.4	3.1
CCOc1cccc(-c2c(C(=O)N/N=C(\C)c3cccs3)nnn2-c2nonc2N)c1	-2.0	5.4	-2.7	6.8	-0.3	0.2	-0.9	100.8	-1.1	4.6
O=C(CCC1CCCN(C(=O)COc2ccccc2)C1)N1CCN(c2ccccn2)CC1 (centres undefined)	-2.7	9.5	-0.6	-1.4	1.4	-0.5	-2.6	110.5	-1.8	2.9
CCOC(=O)C1CCN(C(=O)COC(=O)c2ccc(=O)n(Cc3ccccc3)n2)CC1	0.4	12.2	-1.9	-6.0	27.0	-0.1	0.0	94.8	-1.9	-4.9
CCC(=O)NCCc1nc2ccccc2n1CC	2.4	5.3	-4.0	0.1	22.0	-1.0	1.1	99.8	-0.9	0.0
CN1CCN(S(=O)(=O)c2ccc(NC(=O)Nc3cccc(Cl)c3)cc2)CC1	1.7	-32.8	6.5	1.7	13.5	-0.8	/	116.5	5.8	1.3
CC(C)c1nnc(NC(=O)c2ccc(S(=O)(=O)N3CCOCC3)cc2)s1	-2.6	-3.5	-13.6	-0.2	22.1	1.7	3.2	103.6	0.6	1.9
O=C(O)CCCCCNC(=O)c1cccc(Br)c1	1.4	15.2	-2.9	2.8	4.2	1.2	-2.3	102.2	-2.9	-1.7
COc1ccc(Cl)cc1NC(=O)C1CCN(C(=O)C2CC(=O)N(c3ccc(C)cc3)C2)CC1 (centres undefined)	0.3	-7.1	-7.6	0.5	7.7	0.3	-0.4	104.7	1.0	-2.5
Next part
SMILES	V-ATPase pH	MOR-DOR inv ag	RTF Ca sens inh	cardiac RTF act	Arrestin-AP2 inh	LANA DNA inh	Wnt act	DSG3 Ab inh	OPRM1-OPRD1 ag	Keap1-Nrf2 PPI
CCOC(=O)/C=c1/s/c(=C\c2c(OC)ccc3ccccc23)c(=O)n1CC(=O)NCC1CCCO1 (centres undefined)	0.9	14.7	-6.7	4.1	6.5	0.0	-7.2	/	-3.0	-5.0
CC(=O)NNC1=Nc2ccccc2N(C)C(C)C1 (centres undefined)	-3.0	9.9	1.1	6.4	18.2	1.5	1.7	95.7	-1.6	3.9
COc1ccc(C(=O)/C=C2\Sc3ccccc3N2C)cc1	-2.0	/	/	/	10.2	-0.6	13.3	105.9	/	-6.9
O=C(Cc1cccs1)NNC(=S)NC(=O)c1ccco1	0.8	18.9	-10.0	0.9	6.0	-0.8	-0.6	96.8	-3.3	-4.5
CCCn1c(C)cc(C(=O)COc2ccc(-c3nnco3)cc2)c1C	0.8	-1.8	-6.3	9.6	-25.2	-0.2	1.5	106.5	0.3	2.6
CC(C)(C)NS(=O)(=O)c1ccc2nc(NC(=O)c3ccc(N4C(=O)CCC4=O)cc3)sc2c1	4.7	12.2	4.3	3.0	2.8	-0.1	-1.8	98.9	-2.3	0.8
